Screens deposited in PubChem BioAssay by Sanford-Burnham Center for Chemical Genomics.
Jurkat NFkB inh – lowers PMA/ionomycin-induced NF-kB signal in Jurkat cells. PMA/ionomycin-induced NF-kB luciferase reporter, luminescence. inhibition, % at 4 µM. 330,000 tested, 0.53% active. AID 435003; in the data active = inhibition above about 50%
697 NFkB inh – lowers PMA/ionomycin-induced NF-kB signal in 697 B cells; 697 B-cell NF-kB luciferase reporter, 16 h; inhibition, % at 4 µM; 330,000 tested, 0.33% active; in the data active = inhibition above about 35%
UPR CHOP act – apoptotic UPR (CHOP) activation; activation, % at 10 µM; 330,000 tested, 0.34% active; AID 449763; CHO-CHOP luciferase reporter, luminescence; percent of tunicamycin response over DMSO baseline;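 active = at 10 µM dose, activation of 40% or more, normalized to positive control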;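 also: 100% = tunicamycin at 10 µg/mL and 0% = DMSO alone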
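Dosing – one dose, 10 µM in 0.5% DMSO · System – CHO-CHOP cells, stable luciferase reporter of PERK-eIF2a-CHOP signalling · Input – 500 cells/well · Control set – tunicamycin 10 µg/mL final as positive, DMSO-only wells as negative · Timing – 6 h compound treatment, 37 °C · Measure – % activation vs tunicamycin · Technique – luminescence read with Steady-Glo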
tim10-1 inh – tim10-1 yeast growth inhibition | 330,000 tested, 2.2% active | inhibition, % at 20 µM | S. cerevisiae tim10-1 ts strain growth, BacTiter-Glo, 24 h;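 active = inhibition of at least 40%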;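 also: mutant grown at 25 °C; 0% = DMSO wells with yeast and 100% = wells holding no yeast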
Mdm2 MdmX PPI – human Mdm2/MdmX binding inhibition. O15151+Q00987. AID 485346. inhibition, % at 8 µM. SaOS-2 split-luciferase Mdm2/MdmX complementation, luminescence. 330,000 tested, 3% active;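 active = inhibition of at least 50% at 8 µM in the primary screen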
Target sequence (O15151 whole entry, looked up): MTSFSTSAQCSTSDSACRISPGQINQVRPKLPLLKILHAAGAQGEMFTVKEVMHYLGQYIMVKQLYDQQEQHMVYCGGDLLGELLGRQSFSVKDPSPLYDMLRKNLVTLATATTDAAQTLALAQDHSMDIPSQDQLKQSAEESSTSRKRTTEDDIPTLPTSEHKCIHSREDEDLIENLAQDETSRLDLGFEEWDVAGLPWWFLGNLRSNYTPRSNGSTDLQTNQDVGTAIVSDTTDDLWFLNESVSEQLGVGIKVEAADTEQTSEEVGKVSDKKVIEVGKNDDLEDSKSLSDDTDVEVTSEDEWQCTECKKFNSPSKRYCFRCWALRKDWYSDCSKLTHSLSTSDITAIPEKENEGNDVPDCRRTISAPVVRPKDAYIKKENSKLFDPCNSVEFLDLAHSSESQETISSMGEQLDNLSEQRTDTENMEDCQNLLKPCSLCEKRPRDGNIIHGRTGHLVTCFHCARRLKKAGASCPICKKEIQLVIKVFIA
Target sequence (Q00987 whole entry, looked up): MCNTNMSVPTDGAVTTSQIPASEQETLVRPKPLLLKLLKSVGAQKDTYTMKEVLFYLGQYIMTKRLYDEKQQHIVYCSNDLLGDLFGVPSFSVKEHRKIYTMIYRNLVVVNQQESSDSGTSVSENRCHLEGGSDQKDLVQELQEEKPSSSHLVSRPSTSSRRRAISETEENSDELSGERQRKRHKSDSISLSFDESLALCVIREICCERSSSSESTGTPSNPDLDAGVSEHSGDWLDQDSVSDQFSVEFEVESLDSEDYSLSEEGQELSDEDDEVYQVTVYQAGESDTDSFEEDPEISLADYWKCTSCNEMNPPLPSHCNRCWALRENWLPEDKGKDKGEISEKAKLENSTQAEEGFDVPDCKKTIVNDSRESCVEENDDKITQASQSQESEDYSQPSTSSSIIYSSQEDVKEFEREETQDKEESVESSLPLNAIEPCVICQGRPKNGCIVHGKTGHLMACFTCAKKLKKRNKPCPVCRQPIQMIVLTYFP
tim23-1 inh – inhibits growth of tim23-1 mutant yeast; inhibition, % at 20 µM; S. cerevisiae tim23-1 growth, BacTiter-Glo luminescence, 24 h; 330,000 tested, 1.3% active; AID 463212;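 active = growth inhibition of the mutant yeast at or above 50%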;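 also: temperature-sensitive mutant grown at 25 °C; plate controls were DMSO-treated mutant yeast for no effect and medium wells lacking yeast for full effect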
UPR XBP1 act – adaptive UPR (XBP1) activation; 330,000 tested, 0.33% active; CHO-XBP1 luciferase reporter, IRE1-XBP1 UPR activation, luminescence; percent of tunicamycin response, DMSO as zero; activation, % at 20 µM;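 active = versus positive control, 20 µM dose yields 30% or more activation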;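 also: 100% = tunicamycin at 10 µg/mL and 0% = DMSO only wells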
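Material: CHO cell line with stable XBP1 luciferase reporter; schedule: 16-18 h cell attachment at 37 °C, then 6 h compound exposure; signal: glow luminescence from Steady-Glo reagent; medium: serum-containing F12 medium, 10% FBS; benchmarks: tunicamycin 10 µg/mL and vehicle-only wells; read-out: percent activation relative to tunicamycin reference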
TIM10 inh – inhibits growth of TIM10 yeast strain; S. cerevisiae TIM10 strain growth, BacTiter-Glo luminescence, 24 h; inhibition, % at 10 µM; 330,000 tested, 1.4% active; AID 463195;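 active = inhibition of 40% or more at the single tested concentration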;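 also: wild-type TIM10 isogenic control strain grown at permissive 25 °C; 0% = DMSO yeast wells and 100% = minimal medium wells without yeast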
An asterisk follows results filed as active. Outcome played no part in choosing rows (roughly 6.6% active in at least one column).

SMILES	Jurkat NFkB inh	697 NFkB inh	UPR CHOP act	tim10-1 inh	Mdm2 MdmX PPI	tim23-1 inh	UPR XBP1 act	TIM10 inh
CC(Oc1ccccc1F)C(=O)NNC(=O)c1cc2ccccc2o1 (stereo not drawn)	-6	19	0.4	10	6	25	-2	-20
COc1ccccc1-n1cc([C@@H]2C[C@H]3CN(c4ccccc4)C(=O)[C@]34CCCN24)cn1	-4	17	-3.7	6	77*	15	-2	-4
COc1ccc(-c2cc(C(F)(F)F)n3nc(C(=O)NCc4ccco4)c(Cl)c3n2)cc1	-4	-27	1.6	18	47	4	3	13
NS(=O)(=O)c1cnccc1Nc1ccc(Cl)cc1	-17	-26	-2.6	2	15	-3	-1	-6
COCCn1nnnc1C(c1ccccn1)N1CCN(c2cccc(C)c2C)CC1 (stereo not drawn)	20	6	-1.5	23	7	18	-2	16
CC(C)(C)/C(Cn1cncn1)=N\OC(=O)Nc1ccc(Cl)cc1	-6	2	-1.0	-33	-5	-153	1	-42
O=C(NCCCN1CCCC1)C1CCN(C(=O)c2cc3sccc3n2Cc2ccc(F)cc2)CC1	15	-16	-0.7	-6	-18	14	1	1
COc1ccc(NC(=O)COc2nsnc2N2CCOCC2)c(OC)c1	-28	-53	2.1	9	-3	2	-2	-6
CCOC(=O)c1nn(-c2ccc(C)c(Cl)c2)c(=O)c(C#N)c1C	-15	14	0.8	1	10	3	-5	-10
Cc1cccc(NC(=O)CCCCC(=O)Nc2cccc(C)c2)c1	0	1	-1.9	7	14	21	0	12
NS(=O)(=O)OCCCCCc1ccccc1	-20	-11	2.5	15	15	18	3	1
Cc1c(NC(=O)Nc2cccc(F)c2)c(=O)n(-c2ccccc2)n1C	-5	-1	0.8	-10	-22	7	-2	8
O=C(CCNS(=O)(=O)c1ccc2[nH]c(=O)oc2c1)NCc1ccc(F)cc1	-6	-20	-1.0	7	27	15	-1	-12
Cc1ccc(C2CC(=O)C=C(Nc3ccc(Cl)cc3)C2)cc1 (stereo not drawn)	-9	-13	-0.7	20	16	21	-1	25
COc1ccc(C(=O)NCC(=O)N/N=C(C)\C=C\c2ccccc2)cc1OC	-5	6	3.3	0	-13	16	-2	-13
Cn1cccc1/C=C(/C#N)c1ccc(F)cc1	-18	8	1.0	1	5	-7	-1	21
Cc1cc(C)c(NC(=O)CN2C(=O)NC3(CCc4ccccc43)C2=O)c(Cl)c1 (stereo not drawn)	1	-6	0.5	0	-19	5	-3	5
CC(C)(C)NC(=O)[C@]1(C)CCC[C@@]2(C)C3CC[C@@]4(C)C[C@]3(CCC21)CC4=O (stereo partly drawn)	20	5	1.3	17	-14	24	-2	9
CCOC(=O)c1ccc(CNCc2ccc(C)cc2)cc1	1	5	-0.5	-1	-10	2	-1	-3
COc1ccc(NC(=S)N/N=C/c2cccn2Cc2ccccc2F)cc1	-3	-28	0.8	9	19	-1	-3	8

Compounds above that contain a furan ring, fused or not (two):
SMILES	Jurkat NFkB inh	697 NFkB inh	UPR CHOP act	tim10-1 inh	Mdm2 MdmX PPI	tim23-1 inh	UPR XBP1 act	TIM10 inh
CC(Oc1ccccc1F)C(=O)NNC(=O)c1cc2ccccc2o1 (stereo not drawn)	-6	19	0.4	10	6	25	-2	-20
COc1ccc(-c2cc(C(F)(F)F)n3nc(C(=O)NCc4ccco4)c(Cl)c3n2)cc1	-4	-27	1.6	18	47	4	3	13

(next part)
SMILES	Jurkat NFkB inh	697 NFkB inh	UPR CHOP act	tim10-1 inh	Mdm2 MdmX PPI	tim23-1 inh	UPR XBP1 act	TIM10 inh
O=C(Cn1cccn1)N1CCCC(Nc2ccc(F)c(F)c2)C1 (stereo not drawn)	5	2	0.8	-9	4	-10	-5	-5
O=C(O)CCC(=O)NNc1ccccc1[N+](=O)[O-]	5	0	0.6	20	-8	12	-3	1
C=CCNC(=O)c1onc(CSc2cccc(Cl)c2)c1C(=O)O	-6	2	-1.6	13	4	-2	2	-6
CC(C)n1c(SCC(=O)N2CCCCC2)nc2c1c(=O)n(C)c(=O)n2C	10	17	2.8	3	-13	-4	0	12
N#C/C(=C/c1ccc2c(c1)OCO2)C(=O)NCCc1c[nH]c2ccccc12	1	7	-1.3	63*	-9	47	-1	63*
O=C(Nc1ccccc1)O[C@@H]1C[C@H]2CCC(=O)N3CC[C@@H](C1)[C@@H]23	-36	-17	4.5	-7	-35	11	6	10
CC(C)n1nc(C(=O)Oc2ccc(Cl)cc2)c2ccccc2c1=O	13	8	4.3	-48	-5	-18	5	7
Cc1cnc(C(=O)NC(Cc2ccccc2)c2ccccc2)cn1 (stereo not drawn)	-4	3	-0.4	16	6	33	0	24
CCn1nc(C(=O)N2CCc3ccccc32)c2ccccc2c1=O	4	-14	-1.5	17	7	30	3	-9
CCc1nc2ccccc2n1CCC(=O)O	-2	2	-1.9	-6	1	4	-4	3
CCOC(=O)N1CCN(C(=O)CSc2nnc(Cc3ccccc3)o2)CC1	-5	-3	0.5	8	-3	14	-1	6
CN1CCN(c2ccc(NC(=O)COc3ccc(Cl)cc3Cl)cc2)CC1	-10	-32	1.4	23	30	16	1	17
COc1cccc(NC(=O)C2C3CCC4C(CCC32)C4(Cl)Cl)c1 (stereo not drawn)	-10	-26	11	42*	-50	11	2	2
COC(=O)CCC(=O)OC1(C)C(=O)C=C2C=C(C3CC3)N(CCCOC(C)C)C=C2C1=O (stereo not drawn)	-4	-15	0.8	-11	6	3	0	6
COC(=O)c1ccc[n+](CCc2c[nH]c3ccccc23)c1	-2	-1	0.1	-9	-19	-2	0	-4
Cc1ccc(C(=O)NC2CCCCCCC2)cc1S(=O)(=O)N1CCOCC1	-28	-47	6.4	20	8	22	-1	15
CC(=O)c1sc(NC(=O)CCNC(=O)c2ccco2)nc1-c1ccccc1	10	-18	1.1	19	0	6	3	1
COC(=O)CSc1nnc(COc2ccc3ccccc3c2)o1	11	10	-0.6	11	22	38	-5	0
O=C(O)c1nn(CC(=O)N2CCN(S(=O)(=O)c3ccc(Cl)cc3)CC2)c(=O)c2ccccc12	-16	-2	-2.8	6	14	-15	-3	-4
O=C(O)c1ccc(NC2=C(Cl)C(=O)c3ccccc3C2=O)cc1	-1	-5	3.3	36	100*	40	-6	21

Four entries out of the list above, sorted by their value in Mdm2 MdmX PPI, ascending:
Molecule	Mdm2 MdmX PPI
O=C(Nc1ccccc1)O[C@@H]1C[C@H]2CCC(=O)N3CC[C@@H](C1)[C@@H]23	-35
CC(=O)c1sc(NC(=O)CCNC(=O)c2ccco2)nc1-c1ccccc1	0
C=CCNC(=O)c1onc(CSc2cccc(Cl)c2)c1C(=O)O	4
O=C(O)c1nn(CC(=O)N2CCN(S(=O)(=O)c3ccc(Cl)cc3)CC2)c(=O)c2ccccc12	14

The results go on:
SMILES	Jurkat NFkB inh	697 NFkB inh	UPR CHOP act	tim10-1 inh	Mdm2 MdmX PPI	tim23-1 inh	UPR XBP1 act	TIM10 inh
O=C(NCC(c1ccco1)N1CCCCC1)c1ccc(COc2ccccc2)cc1 (stereo not drawn)	15	-39	2.2	3	39	3	-1	-2
COc1cc2cnc(-c3ccccc3F)cc2cc1OC	0	-5	5.2	2	27	31	12	3
CN1CCN(S(=O)(=O)c2cccc(C(=O)Nc3cccc([N+](=O)[O-])c3)c2)CC1	-12	-6	-0.1	-8	-4	-15	-2	10
COc1ccc(S(=O)(=O)Cc2ccc(C(=O)NCc3cccs3)o2)cc1	6	-2	-1.5	1	5	-7	-2	6
Cc1ccc(-c2nnn(CC(=O)NCc3ccccc3)n2)c(-n2cnnn2)c1	-8	5	-1.7	17	12	7	-4	-1
CCOC(=O)CSc1nnc(COc2cccc(C)c2)o1	6	14	0.4	15	-38	-9	-2	10
CCOC(=O)c1[nH]ncc1CN1CCCC(C(=O)c2ccc(OC)cc2C)C1 (stereo not drawn)	5	-7	-0.9	17	-3	9	1	5
CC(=O)Oc1cc2c(C(=O)NCc3ccncc3)c(C)oc2c2ccccc12	0	4	-1.0	20	-1	17	5	13
Cc1nnc(NC(=O)C(C)Sc2nnc(-c3ccco3)n2C)s1 (stereo not drawn)	-23	-35	0.0	24	-25	14	3	3
Cc1ccc(Nc2nnc(-c3ccc4c(c3)OCO4)o2)c(C)c1	-30	-47	4.2	29	-65	26	2	12
Oc1ccc(Cl)cc1C1=Nc2ccccc2N=C(c2ccco2)C1	16	-19	0.7	18	37	13	-4	6
CCNc1nc(NCC)n2c(SCc3ccc(F)cc3)nnc2n1	-7	-2	1.8	9	1	17	-2	4
Cc1cc(C)n(-c2ccc(NC(=O)C3CCCCN3Cc3cccc4c3OCO4)cc2)n1 (stereo not drawn)	31	-11	-0.9	18	52*	26	-4	15
CN(Cc1cccc(Cl)c1)C(=O)C1CSC2(C)CCC(=O)N12 (stereo not drawn)	10	-3	1.3	13	5	-1	-2	9
CC(=O)N1CCC(Nc2ccc(C)cc2)CC1	-4	11	3.3	3	0	-5	-2	4
CCN1C(=S)SC(=O)C1=C1C=C(C)OC(C)=C1	-42	-47	6.0	-6	-10	-6	4	-18
Cc1ccccc1S(=O)(=O)NC(=NCc1ccc(F)cc1)c1ccccc1	2	1	0.6	2	18	18	-2	-1
COc1ccc(OC)c(NC(=O)CSc2nc3[nH]c(=O)cc(O)c3s2)c1	-1	1	2.1	-1	-7	10	-1	8
CCCCCC(=O)Nc1ccc(-c2cn3cccnc3n2)cc1	-27	-16	-0.1	1	0	40	1	34
CC1CCCC(NC(=O)COC(=O)[C@@H](NC(=O)c2ccco2)C(C)C)C1C (stereo partly drawn)	-8	-8	-0.5	23	-22	16	5	23
Cc1c(C(=O)O/N=C(\N)c2ccccn2)cccc1[N+](=O)[O-]	-117	-198	-6.6	27	-30	25	-6	29
O=C(CCNC(=O)C1CCN(S(=O)(=O)c2ccc(F)cc2)CC1)Nc1nccs1	10	6	-2.0	7	8	3	4	-2
COC(=O)c1cc(NC(=O)CN(C)C2CCS(=O)(=O)C2)cc(C(=O)OC)c1 (stereo not drawn)	6	8	-1.5	7	-5	7	0	-3
Cc1c(Br)cccc1NC(=O)c1sccc1-n1cccc1	-12	4	-2.0	30	11	16	1	20
O=C(C1=C(O)C(=O)N(CCN2CCOCC2)C1c1ccncc1)c1ccco1 (stereo not drawn)	8	11	1.5	4	-17	5	-3	-8
COC(=O)C(C)Sc1nc2c(cnn2-c2ccccc2)c(=O)[nH]1 (stereo not drawn)	4	-6	-2.3	18	9	6	-3	-4
Cc1ccc(-c2cc(C(=O)NCc3ccco3)no2)cc1	-83	-85	2.4	-18	-51	-5	1	-19
O=C(NC1CCSC1=O)c1cccc(Cl)c1 (stereo not drawn)	11	10	-0.6	-12	9	-3	-2	-11
CCCCCCC(=O)NNC(=O)c1c(O)c2ccccc2n(CC)c1=O	-1	12	-1.1	12	5	34	-2	21
COc1ccc(NS(=O)(=O)c2ccc(-c3coc(C)n3)cc2)cc1	-10	-16	-1.6	12	19	7	-2	9
COc1cc(C(=O)OCC(=O)N(CC(C)C)C2CCS(=O)(=O)C2)cc(OC)c1C (stereo not drawn)	-18	-12	-0.9	17	-3	5	2	12
O=C(N1CCOCC1)N(Cc1ccco1)CC1CCCO1 (stereo not drawn)	7	-3	1.3	-11	22	-1	1	-5
COC(=O)CCC/C=C1/SCC(NC(=O)c2ccccc2)/C1=N/O (stereo not drawn)	-8	-3	-1.3	13	-37	4	-2	17
CCCCn1nc2cc(C(=O)NCc3ccc(OC)cc3)ccc2c1OCC	0	17	0.5	23	12	30	3	-3
COc1cc(C#N)c(NS(=O)(=O)c2ccc3[nH]c(=O)sc3c2)cc1OC	-1	2	0.3	-5	7	-10	3	-2
C#CC1(NC(=O)NC(C)C)CCCCC1	-9	16	-2.0	8	7	7	4	-4
